# VLA-4 inh = inhibition in a human VLA-4 binding assay | inhibition, % (about 7 µM as worked out from the volumes in the protocol) | VLA-4 expressing cells, ligand binding flow cytometry | actives 0.2% (n = 330,000); in the data active = inhibition above about 50%
# CIT2 TOR yeast = yeast TOR pathway CIT2-GFP modulation; actives 0.065% (n = 320,000); GFP response vs DMSO, % at 10 µM; S. cerevisiae CIT2-GFP strain, flow cytometry, 3 h; 100 means same as DMSO wells; AID 2029;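 active = GFP response relative to DMSO above a set limit, near the screen mean plus 3 SD, cut at about 150% in these data; inconclusive = Fewer than 70 cells measured for a yeast strain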;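 note: ratio of well median GFP fluorescence to mean of DMSO wells on the plate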
# RPL19A-GFP yeast = alters RPL19A-GFP fluorescence in TOR pathway yeast screen; AID 2025; S. cerevisiae RPL19A-GFP strain, flow cytometry, 3 h; stronger effect = lower value; percent response vs DMSO, % at 10 µM; actives 0.3% (n = 330,000);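 active = percent response vs DMSO below 50%; inconclusive = fewer than 70 events counted for the yeast strain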;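 note: median channel GFP fluorescence of the barcoded RPL19A-GFP strain; ratio of sample median GFP to plate DMSO average so 100% = DMSO; lower means less RPL19A-GFP as with rapamycin TOR inhibition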
# GRK2 aptamer HTS = inhibitors of human GRK2 displacing RNA aptamer; bead flow cytometry, FAM-aptamer displacement from GRK2; inhibition of aptamer binding, % at 10 µM; actives 0.59% (n = 330,000); AID 488847;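 active = inhibition of aptamer binding above 40%, roughly 3 SD of noise, on plates passing a quality check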;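 note: median bead fluorescence of bound FAM aptamer so fluorescent compounds give negative values; no value below 0 was filed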
# Target sequence (P25098 whole entry, looked up): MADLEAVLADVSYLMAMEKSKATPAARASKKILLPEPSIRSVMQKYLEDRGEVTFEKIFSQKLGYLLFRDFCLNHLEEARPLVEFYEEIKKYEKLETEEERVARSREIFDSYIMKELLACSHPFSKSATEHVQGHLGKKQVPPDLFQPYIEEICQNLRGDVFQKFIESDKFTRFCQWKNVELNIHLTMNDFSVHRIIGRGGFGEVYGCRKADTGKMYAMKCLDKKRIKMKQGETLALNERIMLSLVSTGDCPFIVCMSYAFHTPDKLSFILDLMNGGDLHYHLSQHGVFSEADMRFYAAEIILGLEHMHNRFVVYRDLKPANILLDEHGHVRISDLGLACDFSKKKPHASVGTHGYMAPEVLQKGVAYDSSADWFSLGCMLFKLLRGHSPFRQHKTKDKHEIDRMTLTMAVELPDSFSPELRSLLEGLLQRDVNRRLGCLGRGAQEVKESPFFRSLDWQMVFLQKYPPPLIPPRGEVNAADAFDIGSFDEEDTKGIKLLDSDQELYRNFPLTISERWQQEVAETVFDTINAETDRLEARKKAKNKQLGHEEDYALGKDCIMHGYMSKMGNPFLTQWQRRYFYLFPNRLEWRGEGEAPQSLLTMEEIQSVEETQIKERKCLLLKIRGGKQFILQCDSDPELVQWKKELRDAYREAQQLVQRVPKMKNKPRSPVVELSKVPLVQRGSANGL
# LAP4 TOR yeast = alters LAP4-GFP fluorescence in TOR pathway yeast screen. S. cerevisiae LAP4-GFP multiplex, flow cytometry GFP, 3 h; median GFP as percent of DMSO wells. GFP response vs DMSO, % at 10 µM. actives 0.34% (n = 320,000);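 active = GFP response vs DMSO above a set limit, about the screen mean plus 3 SD, cut at about 150% in these data; inconclusive = under 70 cell events counted for the yeast strain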
# MEP2-GFP yeast = modulators of TOR pathway MEP2-GFP in S. cerevisiae | S. cerevisiae MEP2-GFP strain, flow cytometry GFP, 3 h; 100% = DMSO control level | actives 0.51% (n = 330,000) | GFP response vs DMSO, % at 10 µM;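 active = GFP response versus DMSO above a set limit, roughly screen mean plus 3 SD, cut at about 180% in these data; inconclusive = fewer than 70 cells counted for a yeast strain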;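 note: median GFP fluorescence of the barcode-gated MEP2-GFP cells per well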
# CR mimetic SO = lowers age-related superoxide in aged yeast cells. S. cerevisiae aged cells, superoxide DHE fluorescence; stronger effect = lower value. actives 0.18% (n = 330,000). AID 2690. superoxide response (% of plate mean), % at 10 µM;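 active = superoxide response under a set limit, about three screen SD below normal, cut at about 65% in these data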;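 note: yeast aged for seven days with compound at 30 °C before DHE staining; 100% = average MFI of all compound-treated wells on the plate with controls excluded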
# AGP1-GFP MLPCN = modulators of TOR pathway AGP1-GFP in S. cerevisiae. S. cerevisiae AGP1-GFP multiplex flow cytometry, 3 h; GFP as percent of DMSO wells. GFP response vs DMSO, % at 10 µM. actives 0.02% (n = 320,000). AID 2066;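 active = GFP response relative to DMSO above a set limit, near screen average plus 3 SD, cut at about 150% in these data; inconclusive = fewer than 70 cells counted for the yeast strain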;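 note: median GFP channel fluorescence of the gated AGP1 strain per well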
# The depositor's hits bear a star; ? = inconclusive; / = no result given; [ ] = another dose, or the depositor's remark.
# The opening four records (preview)
# Values run as follows: VLA-4 inh, CIT2 TOR yeast, RPL19A-GFP yeast, GRK2 aptamer HTS, LAP4 TOR yeast, MEP2-GFP yeast, CR mimetic SO, AGP1-GFP MLPCN
> CCn1nc(C)c(/C=N\NC(=O)c2cccc(OC)c2)c1C
  7, 104, 106, 0, 101, 115, 106, 105
> CC(C)n1cc(CN2CCC(Oc3ccc(C(=O)N4CCCCC4)cc3)CC2)cn1
  5, 98, 105, 2, 68, 95, 97, 93
> O=C(Nc1ccc(NC(=O)C2CCCCC2)cn1)c1ccco1
  -8, 104, 101, 1, 102, 99, 98, 99
> Cn1nc2c(c1C(=O)N1CCCC(C(=O)c3cc(F)ccc3F)C1)CCCC2 (stereo not drawn)
  8, 99, 101, 2, 108, 106, 93, 103

# All compounds of this part, repeating the preview:
# Values run as follows: VLA-4 inh, CIT2 TOR yeast, RPL19A-GFP yeast, GRK2 aptamer HTS, LAP4 TOR yeast, MEP2-GFP yeast, CR mimetic SO, AGP1-GFP MLPCN
> CCn1nc(C)c(/C=N\NC(=O)c2cccc(OC)c2)c1C
  7, 104, 106, 0, 101, 115, 106, 105
> CC(C)n1cc(CN2CCC(Oc3ccc(C(=O)N4CCCCC4)cc3)CC2)cn1
  5, 98, 105, 2, 68, 95, 97, 93
> O=C(Nc1ccc(NC(=O)C2CCCCC2)cn1)c1ccco1
  -8, 104, 101, 1, 102, 99, 98, 99
> Cn1nc2c(c1C(=O)N1CCCC(C(=O)c3cc(F)ccc3F)C1)CCCC2 (stereo not drawn)
  8, 99, 101, 2, 108, 106, 93, 103
> COc1ccc(C(=O)COc2ccc3ccc(=O)oc3c2)c(OC)c1
  13, 101, 97, 0, 73, 95, 100, 85
> C/C(=N\NC(=O)c1cccnc1)c1nnn(-c2nonc2N)c1C
  20, 83, 97, 0, 120, 104, 86, 101
> CS(=O)(=O)N(C(=O)NC(=O)NC12CC3CC(CC(C3)C1)C2)C1CCCCC1
  0, 107, 100, 2, 97, 101, 100, 100
> CCOc1cccc2cc(C(=O)NCc3ccccc3)c(=N)oc12
  -2, 92, 95, 3, 112, 102, 90, 102
> CCCCS(=O)(=O)Nc1ccc2cn[nH]c2c1
  10, 112, 114, 5, 106, 101, 107, 107
> CC1CCN(C(=O)COC(=O)c2ccc(F)c(S(=O)(=O)N3CCOCC3)c2)CC1
  4, 98, 94, 0, 94, 90, 96, 98
> COc1ccc(/C=C2/SC(=S)N(Cc3ccccc3)C2=O)cc1O
  -39, 91, 103, 12, 93, 104, 94, 94
> CN1CCN(Cc2cn(C)nc2-c2ccccc2F)CC1c1ccccc1 (stereo not drawn)
  1, 110, 102, 0, 111, 113, 80, 109
> Cn1nc(C(=O)NC2CCCCCC2)ccc1=O
  -5, 113, 103, 3, 102, 106, 83, 101
> CCCOc1ccc(C(O)C(CN2CCOCC2)c2ccccc2)cc1 (stereo not drawn)
  1, 103, 95, 1, 124, 102, 97, 98
> CC(NS(=O)(=O)c1ccc(OCC(=O)N2CCCC2)cc1)c1ccccc1 (stereo not drawn)
  5, 90, 97, 1, 81, 98, 95, 95
> CCOC(=O)C1=C(CN2CCc3ccccc32)NC(=O)NC1c1cc(C)ccc1C (stereo not drawn)
  -2, /, 102, 1, 99, 102, 92, 99
> COc1cc(NC(=O)COC(=O)/C=C/c2ccc(OC)c(OC)c2)cc(OC)c1
  3, 104, 95, 1, 102, 100, 89, 99
> CCOC(=O)C[C@H]1c2cc(C(F)(F)F)ccc2S(=O)(=O)N1C(C)C
  1, 111, 102, 1, 97, 106, 99, 104
> O=C(O)c1ccc(Sc2nnc3ccccn23)c([N+](=O)[O-])c1
  9, 95, 91, 2, 97, 101, 109, 96
> Cc1cccc(C)c1OCCn1nnc2ccccc21
  0, 88, 95, 1, 92, 94, 104, 98
> COc1cccc(S(=O)(=O)NCc2ccc(C(=O)N3CCN(c4ccccc4)CC3)cc2)c1
  9, 106, 96, 3, 103, 97, 101, 114
> Cc1cc(NC(=O)Nc2ccccc2[N+](=O)[O-])n(C)n1
  3, 109, 106, 0, 93, 107, 120, 103
> COCCn1c(=NC(=O)c2ccco2)sc2cc(C(=O)OC)ccc21
  7, 101, 104, 2, 93, 100, 104, 98
> Cc1ccc2nc(-c3ccc(N4C(=NC(=O)CCC(=O)O)SC5CS(=O)(=O)CC54)cc3)sc2c1 (stereo not drawn)
  4, 96, 103, 16, 95, 99, 118, 99
> COc1ccc(C(=O)O)c(O)c1
  11, 101, 92, 0, 94, 89, 107, 92
> CCOC(=O)c1sc(=NC(=O)c2ccc(C)c(C)c2)n(C)c1C
  0, 104, 98, 1, 101, 96, 107, 108
> COc1ccc(-n2cc(CN3CCCC3)c(-c3cccc(F)c3)n2)cc1
  -1, 101, 97, 0, 107, 100, 106, 105
> Nc1ccc(S(=O)(=O)N2CCOCCOCCOCCOCCOCC2)cc1
  6, 100, 102, 0, 81, 105, 100, 94
> COc1ccccc1C(=O)NC(=O)CSc1nncn1C(C)C
  5, 101, 99, 2, 102, 102, 106, 103
> Cc1ccccc1NC(=O)NC1(C(=O)N2CCCC2)CCCCC1
  2, 109, 99, 3, 105, 104, 91, 104
> CN(CC1CCCN(CCc2ccc(F)cc2)C1)C(=O)CCC(F)(F)F (stereo not drawn)
  -6, 106, 105, 2, 91, 106, 102, 106
> COc1ccccc1C(=O)N1c2ccccc2Sc2ccccc21
  12, 104, 100, 0, 98, 106, 111, 105
> CCn1cc(S(=O)(=O)Nc2ccccc2C(F)(F)F)cn1
  2, 99, 100, 2, 105, 102, 104, 104
> CN(C(=O)c1cc(C(=O)N(C)c2ccccc2)cc([N+](=O)[O-])c1)c1ccccc1
  3, 100, 100, /, 88, 96, 88, 95
> CC(C)CNC(=O)c1cccc(NC(=O)CCc2ccccc2)c1
  8, 105, 114, 0, 95, 114, 99, 105
> CCCCNC(=O)c1ccc(NS(=O)(=O)c2ccccc2)cc1
  18, 95, 98, 0, 103, 95, 103, /
> COc1ccc(S(=O)(=O)Nc2c(C)cccc2C)cc1-n1cnnn1
  6, 102, 100, 0, 100, 98, 93, 101
> COCCNC(=O)CSc1nnc(CCCN2C(=O)c3cccc4cccc(c34)C2=O)n1-c1ccccc1
  8, 102, 104, 2, 99, 109, 94, 101
> Cc1ccc(CC(=O)Nc2nccs2)cc1C
  -4, 93, 105, 1, 93, 106, 137, 98
> Cc1cccc(C(=O)Nc2ccccc2C(=O)NCc2cccnc2)c1
  23, 103, 101, 1, 94, 106, 96, 101
> CC(/C=N\NC(=O)c1ccc(C)nc1)=C\c1ccccc1
  9, 91, 104, 0, 107, 109, 102, 92
> Cc1[nH]c(=O)[nH]c(=O)c1/C=C/C(=O)OCC(C)C
  12, 100, 103, 0, 104, 104, 105, 100
> Cc1cc(=O)oc2c(C)c(OCC(=O)NCc3ccccn3)ccc12
  3, 111, 110, 0, 108, 110, 98, 107
> CCc1ccc(N2C(=O)Nc3ccccc3C2(O)C(=O)N2CCN(c3ccccn3)CC2)cc1 (stereo not drawn)
  15, 96, 98, 0, 107, 98, 120, 104
> Cc1cccc(OCC(=O)NCCCNC(=O)c2cccnc2)c1
  5, 112, 105, 2, 97, 105, 95, 107
> CC(C)CC(C(=O)NCC1CCCO1)N(C(=O)Cn1nnc(-c2ccc(F)cc2)n1)c1cccc(C(F)(F)F)c1 (stereo not drawn)
  28, 107, 100, 2, 102, 109, 73, 103
> COc1ccc(C(=O)NC(=S)NNC(=O)c2cnccn2)cc1OC
  4, 95[may fluoresce green], 97[may fluoresce green], 2, 155*[may fluoresce green], 105[may fluoresce green], 191, 79[may fluoresce green]
> COc1cccc(/C=C2\SC(=S)NC2=O)c1OS(=O)(=O)c1ccc(NC(C)=O)cc1
  0, 101, 102, 0, 98, 102, 110, 101
> O=C1CC[C@H](N2C(=O)c3ccccc3C2=O)C(=O)N1
  19, 88, 102, 1, 105, 93, 102, 87
> CN(Cc1ccccc1)S(=O)(=O)c1ccc(Cl)nc1
  5, 100, 100, 2, 102, 107, 105, /
> Cc1ccc(Nc2ncnc(N)n2)cc1
  0, 96, 98, 0, 99, 100, 88, 101
> COc1ccccc1C(=O)NC(=O)COC(=O)c1ccc([N+](=O)[O-])cc1
  7, 101, 102, 0, 110, 104, 104, 106
> N#Cc1nc(-c2ccc(OCc3ccc(Cl)cc3)cc2)oc1N1CCOCC1
  24, 101, 94, 2, 90, 97, 96, 101
> COc1ccc(Nc2cc(C(=O)NCCCN3CCOCC3)c3ccccc3n2)c(OC)c1
  5, 101, 102, 32, 106, 103, 92, 105
> Cc1ccc(S(=O)(=O)NC2=NCN(CCc3ccccc3)CN2)cc1
  12, 85, 87, 0, 71, 90, 93, 81
> Cc1cccc(NC(=O)Nc2nnc(N3CCCCC3C)s2)c1C (stereo not drawn)
  -1, 105, 98, 0, 96, 97, 97, 98
> Cc1ccc(S(=O)(=O)Oc2ccc3c(c2)O/C(=C\c2cccnc2)C3=O)cc1
  6, 81, 94, 1, 106, 96, 120, 94
> CC1(C)c2[nH]c3ccccc3c2C[C@H]2C(=O)N(Cc3cccc(F)c3)C(=O)N21
  -8, 76, 102, 1, 138, 93, 110, 72
> CCSCc1nc(N)nc(NCCc2ccccc2)n1
  6, 96, 105, 1, 91, 104, 111, 98
> Cc1nn(-c2ccccc2)c(OC(=O)c2cccs2)c1S(=O)(=O)c1ccc([N+](=O)[O-])cc1
  -9, 96, 98, 3, 111, 108, 110, 105

# Molecules listed so far with a COOH group, in the order listed:
# Values run as follows: VLA-4 inh, CIT2 TOR yeast, RPL19A-GFP yeast, GRK2 aptamer HTS, LAP4 TOR yeast, MEP2-GFP yeast, CR mimetic SO, AGP1-GFP MLPCN
> O=C(O)c1ccc(Sc2nnc3ccccn23)c([N+](=O)[O-])c1
  9, 95, 91, 2, 97, 101, 109, 96
> Cc1ccc2nc(-c3ccc(N4C(=NC(=O)CCC(=O)O)SC5CS(=O)(=O)CC54)cc3)sc2c1 (stereo not drawn)
  4, 96, 103, 16, 95, 99, 118, 99
> COc1ccc(C(=O)O)c(O)c1
  11, 101, 92, 0, 94, 89, 107, 92

# (listing goes on)
# Values run as follows: VLA-4 inh, CIT2 TOR yeast, RPL19A-GFP yeast, GRK2 aptamer HTS, LAP4 TOR yeast, MEP2-GFP yeast, CR mimetic SO, AGP1-GFP MLPCN
> Cc1cc(-c2nnc(CCC(=O)N3CCN(Cc4cccc(F)c4)CC3)o2)c(C)o1
  -2, 99, 99, 0, 99, 97, 119, 100
> COc1ccccc1C(=O)N/C(=C\c1cn(C)c2ccccc12)C(=O)N1CCOCC1
  2, 81, 76, 0, 72, 81, 99, 81
> CCOC(=O)c1ccc(NC(=O)Nn2cnnc2)cc1
  6, 90, 101, 3, 87, 107, 108, 90
> O=c1cccccc1NN=C1CCCCCC1
  1, 100, 95, 0, 110, 100, 98, 110
> Cc1cc(C(=O)c2ccccc2)c(NC(=O)CN2CCOCC2)s1
  -3, 103, 104, 5, 96, 108, 94, 98
> CCOc1ccc(OCCC(=O)N(CCCOC)c2c(N)n(Cc3ccccc3)c(=O)[nH]c2=O)cc1
  -9, 97, 98, 0, 100, 100, 99, 103
> O=C(NCc1ccco1)/C(=C/c1ccco1)NC(=O)c1ccccc1
  1, ?, 51[may fluoresce violet], 2, 70[may fluoresce violet], 206*[may fluoresce violet], 109, ?
> COc1ccc(C(=O)N2CCN(Cc3cn[nH]c3-c3ccc(OC)cc3F)CC2)cc1
  8, 107, 110, 2, 93, 112, 94, 102
> COc1cccc(CC(=O)OCC(=O)NNC(=O)c2ccc([N+](=O)[O-])cc2)c1
  6, 114, 103, 1, 105, 106, 115, 105
